Screens from PubChem BioAssay.
TAAR1 antagonist: antagonists of human TAAR1 | actives 1.5% (n = 360,000) | inhibition, % at 3 µM | AID 624466 | CHO RD-HGA16 TAAR1, Fluo-8 calcium fluorescence, antagonist | Q96RJ0;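 active means inhibition above a per-plate cutoff, the mean inhibition of test compounds on that plate plus 3 SD, cut at about 49% in these data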;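 further: 0% = DMSO plus EC80 beta-PEA response and 100% = DMSO alone without agonist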
Target sequence (Q96RJ0 whole entry, looked up): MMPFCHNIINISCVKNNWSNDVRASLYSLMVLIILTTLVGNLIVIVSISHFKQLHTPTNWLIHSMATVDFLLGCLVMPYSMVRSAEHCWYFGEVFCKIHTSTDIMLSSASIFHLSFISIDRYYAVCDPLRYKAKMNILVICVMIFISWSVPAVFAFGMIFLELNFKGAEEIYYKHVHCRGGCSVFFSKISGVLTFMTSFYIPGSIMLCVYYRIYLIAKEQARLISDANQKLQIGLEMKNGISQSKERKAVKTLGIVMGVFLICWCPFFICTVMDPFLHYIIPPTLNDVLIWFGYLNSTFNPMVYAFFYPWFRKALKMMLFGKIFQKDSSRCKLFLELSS
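Test system – hTAAR1-expressing CHO RD-HGA16 cells, Gα16-coupled · Reagent – β-PEA at EC80 concentration, post-compound challenge · Compound dosing – 3 µM, single point · Timing – 140 s kinetic read after compound, 140 s after agonist · Detection – Fluo-8 intracellular calcium dye fluorescence, real-time kinetic reads · Control set – DMSO and EC80 PEA controls · Repeats – n of 1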
CHRM1 antagonist: human CHRM1 antagonism; AID 588852; actives 1.3% (n = 360,000); inhibition, % at 3 µM; P11229; CHO-K1 hM1, Fluo-8 calcium fluorescence, ACh EC80 antagonist;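 active means percent inhibition above its own plate's cutoff, namely the mean of that plate's compound wells plus 3 SD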;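 further: peak over basal fluorescence ratio during 140 s after agonist addition; 0% = ACh EC80 plus DMSO and 100% = DMSO alone without agonist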
Target sequence (P11229 whole entry, looked up): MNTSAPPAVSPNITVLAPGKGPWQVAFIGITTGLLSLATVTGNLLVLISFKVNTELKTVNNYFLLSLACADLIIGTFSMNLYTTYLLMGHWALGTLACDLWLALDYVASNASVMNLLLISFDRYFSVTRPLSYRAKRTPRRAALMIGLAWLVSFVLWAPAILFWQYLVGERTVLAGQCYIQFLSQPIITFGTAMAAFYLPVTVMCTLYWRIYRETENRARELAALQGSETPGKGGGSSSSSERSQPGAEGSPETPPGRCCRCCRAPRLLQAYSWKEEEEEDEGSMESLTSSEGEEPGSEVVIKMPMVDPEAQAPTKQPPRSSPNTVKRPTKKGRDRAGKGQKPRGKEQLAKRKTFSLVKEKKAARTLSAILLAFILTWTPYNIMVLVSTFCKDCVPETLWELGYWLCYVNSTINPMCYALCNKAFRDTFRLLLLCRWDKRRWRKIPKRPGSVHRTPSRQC
CHRM1 agonist: activates human CHRM1 receptor; activation, % at 3 µM; actives 0.33% (n = 360,000); P11229; CHO-K1 hM1, Fluo-8 calcium fluorescence, agonist mode; 0% DMSO, 100% acetylcholine EC100; AID 588814;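 active means activation above the run's mean compound activation plus 3 SD, cut at about 16% in these data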;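 further: peak over basal fluorescence ratio within a 140 s kinetic read after compound addition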
TAAR1 agonist: agonists of human TAAR1 | Q96RJ0 | CHO RD-HGA16 TAAR1, Fluo-8 calcium fluorescence; vehicle wells 0%, saturating PEA agonist 100% | activation, % at 3 µM | actives 0.99% (n = 360,000);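 active means activation above the mean activation of all test compounds in the run plus 3 SD, cut at about 38% in these data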
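Assay system: CHO-derived RD-HGA16 cells with stable Gα16 and human TAAR1; timing: 17-24 h seeding, 75 min 37 °C dye, 30 min RT; read-out: % activation from peak over basal fluorescence ratio, DMSO-to-PEA scaled; measured by: kinetic Fluo-8 calcium fluorescence; benchmarks: low control DMSO, high control PEA (EC100); doses: 3 µM single concentration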
CHO parental Ca: counter-screen: ATP calcium response change in parental CHO cells; parental CHO-K1, ATP-induced calcium, Fluo-8 fluorescence; inhibition, % at 5.6 µM; AID 463079; actives 0.63% (n = 330,000);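 active means inhibition above that plate's mean sample inhibition plus 3 SD, cut at about 26% in these data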;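 further: 0% = ATP-challenged DMSO wells and 100% = DMSO wells without ATP; some compounds past the cut are filed as inactive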
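Material: Parental CHO cells | Reagent: ATP | Compound dosing: Single nominal dose of 5.6 µM per compound | Detection: Intracellular calcium via Fluo-8 no-wash fluorescent dye | Read-out: % inhibition of ATP-induced calcium mobilization | Benchmarks: Low control ATP plus DMSO, high control DMSO only | Replicates: Singlicate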
M1 ag parental: M1 agonist counterscreen hit in parental CHO-K1 cells; Fluo-8 calcium fluorescence; scaled to maximal ATP response, vehicle zero; actives 0.48% (n = 360,000); activation, % at 3 µM; in the data active means activation above about 15%;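 further: untransfected CHO-K1 host cells lacking M1 receptor as counterscreen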
M1 PAM: potentiates human M1 receptor response to acetylcholine; activation, % at 3 µM; CHO-K1 hM1, Fluo-8 calcium fluorescence, ACh EC20; 0% = ACh EC20, 100% = maximal ACh; P11229; actives 0.088% (n = 360,000); in the data active means activation above about 19%, passing the limit was not always enough
CHO-K1 Ca antag: M1 antagonist counterscreen hit in parental CHO-K1 cells; actives 0.6% (n = 360,000); AID 602250; ATP-induced calcium, Fluo-8 fluorescence; inhibition, % at 3 µM;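 active means inhibition above a per-plate cutoff, the plate's mean sample inhibition plus 3 SD, cut at about 24% in these data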;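 further: 0% = DMSO plus EC80 ATP and 100% = DMSO alone without ATP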
M1 PAM parental: nonselective activator or artifact in parental CHO-K1 calcium assay; actives 0.02% (n = 360,000); AID 602247; ATP EC20, Fluo-8 calcium fluorescence; 0% at ATP EC20, 100% at ATP max; activation, % at 3 µM;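 active means activation above the run cutoff, the mean activation of all test compounds plus 3 SD, cut at about 40% in these data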;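 further: peak over basal fluorescence ratio in a 140 s read after ATP addition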
* = called active by the depositor; / = no result given.

#	smiles	TAAR1 antagonist	CHRM1 antagonist	CHRM1 agonist	TAAR1 agonist	CHO parental Ca
1	COc1ccc(NC(=O)N/C=C/c2ccc(Cl)cc2)cc1	9	-7	-7	3	-5
2	COC(=O)CCC(=O)NC(=S)Nc1ccc(S(=O)(=O)N2CCCC2)cc1	-21	3	-10	8	3
3	CCCCC(NC(=O)COc1cc2c(c3oc(=O)cc(C)c13)CCC(C)(C)O2)C(=O)O (stereo not given)	-4	-10	0	0	7
4	Cc1ccccc1OCC(=O)OCC(=O)c1ccc(OC(=O)c2ccccc2)cc1	20	-2	-4	6	-10
5	O=C(CC1CCCC1)N1CCCC(Nc2cccc(F)c2)C1 (stereo not given)	-29	-5	-6	4	-6
6	COc1ccc(NC(=O)CSCC(=O)N(C)CC(=O)Nc2c(C)cccc2C)cc1	3	-7	-4	7	-9
7	Cc1ccc2c(c1)[nH]c1c(N3CCN(Cc4ccccc4)CC3)ncnc12	44	9	0	8	-9
8	O=C(NNS(=O)(=O)c1ccc2ccccc2c1)C1CCN(Cc2ccccc2)CC1	-10	85*	-5	8	-19
9	CCOC(=O)c1ccc(N2CN=C3SCC(=O)N3C2)cc1	5	-1	-6	1	0
10	Cc1cc(C)n2[nH]c(=O)c(N=Nc3cccc(Cl)c3)c2n1	16	-12	-1	8	-7

#	M1 ag parental	M1 PAM	CHO-K1 Ca antag	M1 PAM parental
1	1.6	9	1	13
2	0.3	-5	1	11
3	-0.2	18	-4	2
4	-0.1	0	-10	13
5	0.7	-1	2	9
6	0.1	7	-9	3
7	11	-10	7	0
8	0.8	-22	2	2
9	0.0	-2	-4	11
10	-0.1	7	-2	7

New compounds follow.
#	smiles	TAAR1 antagonist	CHRM1 antagonist	CHRM1 agonist	TAAR1 agonist	CHO parental Ca
11	COc1ccc(-c2sc3ccccc3c2-c2ccc(O)cc2)cc1	32	-5	-4	6	4
12	Cc1nc2cc(NC(=O)c3ccc(S(=O)(=O)N(C)c4ccccc4)cc3)ccc2o1	51*	7	-3	13	21
13	Cc1sc(NC(=O)CCC(=O)O)c(C#N)c1C	-18	-6	-7	5	-5
14	O=C(OCc1cc(=O)n2c(n1)sc1ccccc12)c1ccc2c(=O)n3c(nc2c1)CCC3	7	4	0	0	-21
15	Clc1ccc(N2N=C(c3cccs3)CC2c2ccco2)cc1 (stereo not given)	1	-3	-5	15	-28
16	CC1(C)Cc2c(sc(NC(=O)Cc3ccccc3)c2C#N)CO1	-7	-14	-3	-1	-1
17	O=C(Cn1cnc2c(OCc3ccccc3)ncnc21)N1CCN(c2ccccn2)CC1	-5	4	-1	6	-13
18	CCCCOc1ccc(Nc2nc(C)cc(C)c2C#N)cc1	0	-3	-2	11	-28
19	COc1cc(C(=O)Nc2cc(S(=O)(=O)N3CCOCC3)ccc2N2CCOCC2)ccc1OC(F)F	-5	-4	-5	-2	/
20	CSc1ccc(C#N)cc1NC(=O)c1ccc(Cl)cc1	-2	-6	-5	8	-10

#	M1 ag parental	M1 PAM	CHO-K1 Ca antag	M1 PAM parental
11	0.2	2	-12	4
12	12	-3	-14	16
13	0.5	3	-9	11
14	0.0	-1	-1	3
15	-0.2	-4	-17	13
16	0.7	9	1	3
17	0.0	5	9	-6
18	0.3	0	-16	-1
19	0.6	8	-15	9
20	1.1	6	-16	22

Later entries:
#	smiles	TAAR1 antagonist	CHRM1 antagonist	CHRM1 agonist	TAAR1 agonist	CHO parental Ca
21	Cc1cc(C)n(-c2nc(NCCCN(C)C)c3c4c(sc3n2)COC(C)(C)C4)n1	-29	-3	-6	8	-14
22	CCOC(=O)[C@H]1[C@H]2COc3ccc(Cl)cc3[C@@H]2N2C(=O)c3cc(C)ccc3NC(=O)[C@@]12C	19	0	-1	10	-6
23	O=C(N/N=C/c1cccs1)c1n[nH]c2c1CCCC2	-5	11	-4	1	5
24	c1ccc(CN2CCc3[nH]c4ccccc4c3C2)cc1	-13	-20	-5	3	/
25	CCc1nc2ccc(C(=O)NCCNC(C)=O)cn2c1N(C)Cc1ccc(OC)cc1	-17	-4	-9	2	/
26	NS(=O)(=O)c1ccc(NCC2COc3ccccc3O2)c([N+](=O)[O-])c1 (stereo not given)	20	-2	-9	5	1
27	CC1(C)CC[C@]2(C(=O)n3ccnc3)CC[C@]3(C)[C@H](C(=O)C=C4[C@@]5(C)C=C(C#N)C(=O)C(C)(C)[C@@H]5CC[C@]43C)[C@@H]2C1	25	-5	-1	13	/
28	CN(C)C(CNC(=O)c1ccc(S(=O)(=O)Nc2ccccc2F)cc1)c1ccccc1 (stereo not given)	-9	4	-6	7	-13
29	Cc1cc(NC(=O)c2cccnc2Cl)ccc1NC(=O)c1cc2ccccc2o1	24	-2	-1	40*	-17
30	COc1cc(C)c(CN2CCSCC2)cc1C	-13	-3	-7	5	-13

#	M1 ag parental	M1 PAM	CHO-K1 Ca antag	M1 PAM parental
21	0.0	6	-3	4
22	-0.5	8	-2	-12
23	1.5	-2	1	-6
24	4.2	8	-18	13
25	1.2	3	5	3
26	4.8	12	5	6
27	0.4	-1	-10	-14
28	1.5	3	-1	-1
29	3.1	7	-10	3
30	0.6	3	-15	-3

Remaining list, next part:
#	smiles	TAAR1 antagonist	CHRM1 antagonist	CHRM1 agonist	TAAR1 agonist	CHO parental Ca
31	CC1CCCCN1Cc1ccc(-c2nn[nH]n2)cc1 (stereo not given)	1	-14	-5	8	-3
32	CCCCCCCCCCCCN1C/C(=C\C(=O)OCC)c2cc(C(F)(F)F)ccc2S1(=O)=O	-3	-1	-5	1	-9
33	CN(Cc1ccccc1Cl)C(=O)C1CCC(=O)N(CCc2cccc(F)c2)C1 (stereo not given)	2	-11	-3	0	-27
34	O=C(Nc1ccccc1)c1cc(C2COCCN2C(=O)CCCc2ccccc2)on1 (stereo not given)	8	-10	-2	3	/
35	COc1ccccc1NS(=O)(=O)c1cc(NC(=O)c2ccc(=O)[nH]c2)ccc1N1CCOCC1	7	-3	-9	7	-1
36	CC(CC(=O)NCc1ccc(F)cc1)c1ccccc1 (stereo not given)	-1	8	-6	0	-11
37	CCOC(=O)c1ccc(CNC(=O)Cn2nnc(-c3ccccc3)n2)o1	8	-8	-4	-2	-16
38	Cc1cc(Cl)ccc1OCC(=O)Nc1ccccc1N1CCOCC1	34	11	-1	9	-15
39	CC1(C)C(=O)OC(C(=O)c2ccccc2)C2(CCCCC2)C1=O (stereo not given)	2	1	-8	-2	-10
40	Cc1ccc(C)c(NC(=O)CN(C)S(=O)(=O)c2ccccc2)c1	9	-4	-2	2	-14

#	M1 ag parental	M1 PAM	CHO-K1 Ca antag	M1 PAM parental
31	0.3	8	7	11
32	0.8	5	-11	16
33	2.6	7	-4	14
34	4.3	0	-4	12
35	0.2	1	-11	-2
36	0.9	-2	-7	-2
37	0.9	4	-4	7
38	1.6	-3	-5	6
39	-0.2	-1	3	11
40	0.5	6	-32	-1

Remaining list, next part.
#	smiles	TAAR1 antagonist	CHRM1 antagonist	CHRM1 agonist	TAAR1 agonist	CHO parental Ca
41	O=c1cc(CSc2nnc(-c3ccco3)o2)c2ccccc2[nH]1	-9	-7	-6	6	4
42	Cc1c(CN2CCc3c([nH]c4ccccc34)C2C2CCCCC2)cnn1C (stereo not given)	0	-7	-11	9	-17
43	COc1ccc(C2NC(=O)NC(O)(C(F)(F)F)C2C(=O)c2ccc(F)cc2)cc1 (stereo not given)	-12	0	-4	27	-18
44	C/C(=N\NC(=O)CSc1nnc(C)s1)c1ccc(O)cc1	-20	1	-3	3	0
45	O=S1(=O)CCN(Cc2ccc(Cl)cc2)CC1	-14	-9	-4	3	5
46	S=c1[nH]nc(COc2ccccc2)n1/N=C/c1cccs1	-14	-8	-8	4	-6
47	COc1ccc(C(CNC(=O)Cc2c(F)cccc2Cl)N2CCCCC2)cc1 (stereo not given)	-8	68*	-7	1	-19
48	CCCC[C@@H]1CNC(=O)C(=O)N1CCCc1cc(OC)c(OC)c(OC)c1	15	3	-2	7	-10
49	CCN(C(=O)COC(=O)/C=C/c1ccccc1Cl)c1c(N)n(Cc2ccccc2)c(=O)[nH]c1=O	-32	-8	-2	4	/
50	COc1ccccc1Cc1c(C2CCCCC2)nc2cc(C)c(Br)c(C)n12	-1	/	/	0	/

#	M1 ag parental	M1 PAM	CHO-K1 Ca antag	M1 PAM parental
41	0.9	4	-3	19
42	-0.2	6	0	6
43	0.6	-18	-8	16
44	3.6	8	0	19
45	0.9	4	-8	15
46	2.3	6	-9	32
47	4.2	-26	-10	8
48	0.1	1	-7	0
49	1.0	9	-6	13
50	0.2	/	-17	10

Other results:
#	smiles	TAAR1 antagonist	CHRM1 antagonist	CHRM1 agonist	TAAR1 agonist	CHO parental Ca
51	Cc1ccc(Cl)cc1NC(=O)c1ccccc1OCC(=O)N1CCOCC1	1	-6	0	1	-12
52	O=S(=O)(NCC1CCN(c2ccc(S(=O)(=O)N3CCOCC3)cc2)CC1)c1ccc(F)cc1	8	8	-2	18	2
53	Cc1ccc(C(=O)N2CCc3ccccc32)cc1	-2	-3	-10	-6	-24
54	O=C(CCCc1ccccc1)NCCc1ccc(F)cc1	-10	-2	-3	1	-9
55	COc1cc2nc(Nc3ccc(C)c(Cl)c3)nc(N)c2cc1OC	7	-13	-7	5	-7

#	M1 ag parental	M1 PAM	CHO-K1 Ca antag	M1 PAM parental
51	2.5	14	1	0
52	11	-4	-5	2
53	1.5	4	-9	18
54	0.7	-2	-6	3
55	3.0	7	-9	-2

Molecules shown so far with a thiophene ring, fused or not:
#	smiles	TAAR1 antagonist	CHRM1 antagonist	CHRM1 agonist	TAAR1 agonist	CHO parental Ca
11	COc1ccc(-c2sc3ccccc3c2-c2ccc(O)cc2)cc1	32	-5	-4	6	4
13	Cc1sc(NC(=O)CCC(=O)O)c(C#N)c1C	-18	-6	-7	5	-5
15	Clc1ccc(N2N=C(c3cccs3)CC2c2ccco2)cc1 (stereo not given)	1	-3	-5	15	-28
16	CC1(C)Cc2c(sc(NC(=O)Cc3ccccc3)c2C#N)CO1	-7	-14	-3	-1	-1
21	Cc1cc(C)n(-c2nc(NCCCN(C)C)c3c4c(sc3n2)COC(C)(C)C4)n1	-29	-3	-6	8	-14
23	O=C(N/N=C/c1cccs1)c1n[nH]c2c1CCCC2	-5	11	-4	1	5
46	S=c1[nH]nc(COc2ccccc2)n1/N=C/c1cccs1	-14	-8	-8	4	-6

#	M1 ag parental	M1 PAM	CHO-K1 Ca antag	M1 PAM parental
11	0.2	2	-12	4
13	0.5	3	-9	11
15	-0.2	-4	-17	13
16	0.7	9	1	3
21	0.0	6	-3	4
23	1.5	-2	1	-6
46	2.3	6	-9	32
